Vc quorum ag: induces V. cholerae light production without autoinducers; actives 0.16% (n = 350,000); V. cholerae BH1578 lux reporter, luminescence, 6 h; activation, % at 18.7 µM; AID 588436; in the data active = activation mostly above about 9.7%, no sharp cut-off; inconclusive = no clear call, values can overlap the other calls; inactive = mostly below about 3.7%; also: not every result past the cut was called active; inactives centre near 0; reference of the scale not given here
TcdB GH inh: inhibitors of Clostridioides difficile toxin B glycohydrolase; P18177; TcdB glycohydrolase enzymatic assay, plate reader; AID 652162; actives 0.24% (n = 350,000); inhibition, % at 9.99 µM; in the data active = inhibition above about 10%
Anthrax LF prot: anthrax lethal factor protease inhibition; P15917; actives 0.12% (n = 360,000); inhibition, % at 10 µM; multiplex microsphere protease cleavage assay, LF; AID 588501; also: plate controls were buffer without enzyme for full effect and enzyme alone for no effect
Target sequence (P15917 whole entry, looked up): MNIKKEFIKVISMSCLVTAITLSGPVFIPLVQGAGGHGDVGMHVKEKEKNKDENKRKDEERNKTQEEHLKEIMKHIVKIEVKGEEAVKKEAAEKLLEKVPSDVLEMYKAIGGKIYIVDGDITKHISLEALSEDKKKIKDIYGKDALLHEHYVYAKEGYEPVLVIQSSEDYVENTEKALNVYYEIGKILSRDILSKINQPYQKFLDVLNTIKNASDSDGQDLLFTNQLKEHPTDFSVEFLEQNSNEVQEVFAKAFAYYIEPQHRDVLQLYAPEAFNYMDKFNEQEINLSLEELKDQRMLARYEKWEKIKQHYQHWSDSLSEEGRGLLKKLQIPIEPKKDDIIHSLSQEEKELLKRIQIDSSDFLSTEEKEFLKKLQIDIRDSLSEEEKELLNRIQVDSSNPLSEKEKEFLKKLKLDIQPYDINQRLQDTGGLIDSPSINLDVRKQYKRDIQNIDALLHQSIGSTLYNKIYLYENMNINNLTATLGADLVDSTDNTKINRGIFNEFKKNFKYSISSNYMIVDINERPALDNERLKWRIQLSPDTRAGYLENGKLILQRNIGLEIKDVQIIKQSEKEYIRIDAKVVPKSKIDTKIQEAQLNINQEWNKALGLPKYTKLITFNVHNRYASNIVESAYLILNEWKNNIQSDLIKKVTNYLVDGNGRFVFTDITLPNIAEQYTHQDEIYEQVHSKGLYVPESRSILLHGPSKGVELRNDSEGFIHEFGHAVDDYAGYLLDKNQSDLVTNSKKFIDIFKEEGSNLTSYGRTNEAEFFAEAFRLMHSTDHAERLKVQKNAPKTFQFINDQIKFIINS
SSB-PriA inh: blocks PriA binding to SSB C-terminal tail | AlphaScreen SSBct-PriA binding, biotinylated peptide | inhibition, % at 33 µM | actives 0.6% (n = 430,000) | AID 1272365; in the data active = inhibition mostly above about 37%, no sharp cut-off; inactive = mostly below about 20%;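 also: plate controls were negative control peptide for no effect and reference peptide for full effect; strong numbers were not always called active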
BoNT A protease: blocks Botulinum neurotoxin A light chain protease; actives 0.17% (n = 360,000); AID 588499; inhibition, % at 10 µM; multiplex microsphere protease substrate cleavage, flow cytometry; also: plate controls were buffer without enzyme for full effect and enzyme alone for no effect
PfHsp40 rescue: rescue of PfHsp40-mediated yeast toxicity; S. cerevisiae expressing PfHsp40, growth rescue, ATP luminescence; growth rescue, % at 12.5 µM; actives 0.68% (n = 340,000); in the data active = growth rescue above about 28%, passing the limit was not always enough; inconclusive = no clear call, values can overlap the other calls;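 also: yeast W303a lacking pdr1 and pdr3 grown in galactose medium; growth measured after three days at 30 °C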
PrPC TRFRET: reduces human prion protein on the cell surface; cell surface PrPC, TR-FRET read-out; actives 0.43% (n = 370,000); inhibition, % at 13.8 µM; P04156; in the data active = inhibition above about 24%; also: 0% = median of the test wells and 100% = reference compound wells
3CLpro inhibitor: SARS-CoV 3CLpro protease inhibition; P0C6X7; recombinant SARS-CoV 3CLpro, quenched FRET peptide cleavage; inhibition, % at 6 µM; actives 0.14% (n = 290,000); in the data active = inhibition above about 12%
Y pestis TopoI: blocks Yersinia pestis topoisomerase I activity; actives 0.064% (n = 360,000); Y. pestis Topo-I cleavage product accumulation, plate reader; activity, % at 10 µM; AID 504884; in the data active = activity above about 50%, passing the limit was not always enough; inconclusive = no clear call, values can overlap the other calls; also: inactives centre near 2
* hit, by the source's call; i = inactive; u = inconclusive; x = no result given. Rule as the data show it, unless noted: active = inhibition above about 30%; inconclusive = no clear call, values can overlap the other calls; inactive = below that. Not all compounds are listed. The share of hits here may be higher or lower than overall.

SMILES | Vc quorum ag | TcdB GH inh | Anthrax LF prot | SSB-PriA inh | BoNT A protease | PfHsp40 rescue | PrPC TRFRET | 3CLpro inhibitor | Y pestis TopoI
Cc1ccc(C2=NN(CC(=O)NCc3cccs3)C(=O)CC2)cc1 | -3.1 | 0.4 | -2.7 | -1.1 | -1.0 | 0.2 | -1.1 | 0.5 | -2.6
Cc1cc(C)cc(NC(=S)N2CCCC2)c1 | -0.3 | 2.9 | 4.3 | -4.4 | 2.9 | -1.4 | 0.5 | 2.9 | 6.7
COc1ccccc1CCNC(=O)C1(C)CC1(Cl)Cl (stereo not drawn) | 0.6 | 2.0 | 3.2 | -11.4 | 1.1 | 0.4 | -4.9 | 1.3 | -5.4
Cc1ccc2c(c1)CC(C)N2S(=O)(=O)c1nnc(NC(=O)CC(C)C)s1 (stereo not drawn) | i | 0.6 | 0.8 | -12.6 | -0.1 | -0.8 | -3.5 | 5.0 | 8.7
COC(=O)C1CC(c2ccc(Cl)cc2)=NO1 (stereo not drawn) | -0.2 | 2.0 | -2.9 | -11.1 | -0.5 | 0.0 | 1.4 | -0.9 | -2.1
COc1ccc(C(=O)Nc2ccnn2C2CCN(CCC(C)c3ccc(C)o3)CC2)cc1 (stereo not drawn) | 0.6 | 0.7 | -3.6 | -5.5 | -1.0 | 0.5 | -11.7 | 2.5 | 12.2
O=C(COc1ccccc1[N+](=O)[O-])Nc1cccc(C(=O)Nc2ccccc2C(=O)O)c1 | -2.3 | -0.5 | -2.6 | -16.3 | 0.1 | 1.9 | -4.7 | 7.5 | 10.9
Cc1c(NC(=O)COC(=O)/C=C/c2ccccc2Br)c(=O)n(-c2ccccc2)n1C | -3.7 | 1.5 | -1.7 | 2.6 | -1.3 | -1.8 | -3.5 | x | 16.5
C1=CC2=NC34CCCCC3CC3=C(CCCC3)N4C2=CC1=NC1CCCCC1 (stereo not drawn) | -0.4 | x | -15.3 | 3.2 | 3.6 | 0.5 | x | x | -9.8
COc1ccc(C2N(C(=O)c3ccccc3)CCN2C(=O)c2ccccc2)cc1 | -0.6 | x | 3.7 | -6.6 | 0.3 | 0.6 | -2.7 | -2.2 | 5.9
CN1CCN(C(=S)c2ccc(N(C)C)cc2)CC1 | -0.2 | 0.5 | -1.9 | 9.6 | -0.8 | 0.7 | -4.3 | -1.0 | 3.8
O=C(COc1ccc(Cl)cc1Cl)N1CCCC1 | -1.5 | 0.8 | -7.9 | -12.4 | -0.1 | -1.5 | -5.4 | -2.4 | 5.4

Brought forward from above: 2 compounds, then new ones.
SMILES | Vc quorum ag | TcdB GH inh | Anthrax LF prot | SSB-PriA inh | BoNT A protease | PfHsp40 rescue | PrPC TRFRET | 3CLpro inhibitor | Y pestis TopoI
CN1CCN(C(=S)c2ccc(N(C)C)cc2)CC1 | -0.2 | 0.5 | -1.9 | 9.6 | -0.8 | 0.7 | -4.3 | -1.0 | 3.8
O=C(COc1ccc(Cl)cc1Cl)N1CCCC1 | -1.5 | 0.8 | -7.9 | -12.4 | -0.1 | -1.5 | -5.4 | -2.4 | 5.4
CSCC(C)N1CCC(n2nccc2NC(=O)CCOc2ccccc2)CC1 (stereo not drawn) | -0.8 | 1.6 | -4.0 | 3.6 | 0.5 | -0.6 | -0.7 | 1.0 | 8.7
O=C1c2ccccc2C(=O)N1OCc1c(F)cccc1Cl | -0.2 | 1.0 | -2.8 | -1.9 | -1.6 | -0.9 | 0.9 | -0.6 | 6.9
Cc1cccc2cc(C#N)c(N3CCC(O)CC3)nc12 | -0.5 | 0.4 | 0.8 | 8.1 | 5.1 | 0.5 | -5.6 | -3.6 | -0.7
CSc1ccccc1NC(=O)CO/N=C(\C)c1cc2ccccc2o1 | 2.3 | 0.4 | -2.7 | x | 0.4 | 1.8 | 0.7 | 6.7 | 20.0
COc1ccc(NC(=O)Nc2cccc3ccccc23)c(OC)c1 | -0.4 | -0.5 | 2.5 | -1.6 | -0.5 | 0.9 | 7.1 | 0.8 | -4.2
O=C(N/C=C/c1ccco1)NCc1ccccc1 | -0.6 | 0.3 | -3.6 | -13.5 | -0.1 | 2.7 | -6.0 | -0.5 | 6.5
O=C(NCc1cccnc1)c1ccc(-c2ccccc2[N+](=O)[O-])o1 | -0.2 | 0.5 | -2.9 | -2.3 | 0.0 | -1.0 | -9.9 | 4.6 | 2.2
Cc1ccccc1CC1(CO)CCCN(C(=O)c2ccoc2)C1 (stereo not drawn) | i | 1.3 | 1.9 | x | 0.0 | x | 1.1 | x | -2.8
COc1ccccc1NS(=O)(=O)c1cc(C(=O)N2CCN(C(=O)c3ccco3)CC2)ccc1F | -3.2 | 1.5 | -0.6 | -3.9 | -0.1 | -0.8 | -5.8 | x | 1.9
c1ccc(CN=C2NN=C(c3cc4ccccc4o3)CS2)cc1 | -0.3 | x | 1.8 | -10.2 | 2.4 | -0.2 | 8.0 | 1.8 | -0.2
CC(C)CC(=O)Nc1ccccc1Oc1ccccc1 | 0.4 | x | x | -14.8 | x | -1.6 | -8.6 | -4.1 | -5.8
CCCCN(C(=O)CSCC(=O)Nc1cccc(C)c1)c1c(N)n(Cc2ccccc2)c(=O)[nH]c1=O | -3.7 | -0.1 | 4.6 | 0.1 | 0.7 | 1.8 | -2.4 | x | 8.4
Cn1c(=O)c2ncn(CC(=O)Nc3nc(-c4ccc(Cl)cc4)cs3)c2n(C)c1=O | 1.7 | 5.0 | -4.6 | 1.4 | 0.1 | 0.0 | 8.5 | 1.8 | 6.4
Cc1nc(C(F)(F)F)c(C(=O)N/N=C(\N)c2cccnc2)s1 | i | -0.3 | -4.9 | x | 0.4 | -1.0 | 1.8 | -2.4 | 1.6
CN(CC(=O)Nc1ccc(F)cc1)C(=O)COC(=O)C1CCN(c2ccc(C(F)(F)F)cn2)CC1 | -1.2 | 6.4 | -5.9 | -7.7 | -2.0 | -0.6 | 3.0 | x | -7.7
CCOc1ccc(C(=O)NCC(=O)NCC(c2ccc(OC)cc2)N2CCOCC2)cc1OCC (stereo not drawn) | i | 0.0 | -1.3 | -1.6 | -2.5 | 0.9 | -3.3 | x | -1.0
COC(=O)Nc1cc(C(F)(F)F)ccc1N1CCN(c2ccccc2)CC1 | i | 1.2 | -1.8 | -2.7 | u | 0.0 | 1.3 | 6.1 | -11.6
O=C(CN1C(=O)NC2(CCCC2)C1=O)Nc1cc(Cl)ccc1N1CCCC1 | 0.1 | 0.2 | -0.9 | 18.7 | 0.4 | 0.6 | 2.5 | 0.3 | -4.4
CC1CCCN(CCCNC(=O)c2ccc(CS(=O)(=O)Cc3cccc(Cl)c3)o2)C1 (stereo not drawn) | -0.3 | 0.5 | 3.8 | 4.7 | 1.6 | -0.9 | -4.6 | -4.7 | 4.7
N#Cc1ccc(CN(c2ccncc2)S(=O)(=O)c2ccccc2)cc1 | -10.0 | -4.4 | 0.9 | -9.3 | -1.6 | -0.8 | -1.4 | -1.8 | -8.7
COc1cccc(-n2nnc(S(=O)(=O)c3ccc(C)cc3)c2N)c1 | i | 2.5 | -0.6 | -8.4 | -0.4 | 0.5 | 1.1 | -1.5 | 1.6
O=C(NCCc1c[nH]c2ccccc12)N[C@@H](Cc1ccccc1)C(=O)O | 0.5 | 1.0 | 0.7 | 2.1 | -4.0 | -0.4 | -0.6 | 3.8 | 4.2
C=C(C)CCOC(=O)C(CC(=O)O)NCc1ccco1 (stereo not drawn) | i | -2.9 | -4.7 | -3.5 | 0.4 | -2.1 | 3.9 | -0.8 | -2.7
CCN(CC)CCOC(=O)C1(c2ccc(OC)c(OC)c2)CCCC1 | 2.4 | 1.4 | -1.4 | -7.8 | 0.4 | -0.7 | x | -0.3 | -3.2
Cc1ccc(Nc2nc(C(=O)N3CCC(C(=O)NCc4ccccc4)CC3)cs2)cc1 | i | 0.7 | 8.3 | -14.3 | 1.0 | 0.1 | -8.8 | -1.2 | 27.3
CCCCOc1ccc(C(=O)NCC(=O)NCc2ccncc2)cc1 | -3.7 | 3.5 | -2.2 | -13.8 | -0.1 | -0.9 | 1.0 | x | -7.7
CC(=O)Nc1ccc(S(=O)(=O)N2CCN(S(=O)(=O)c3cccs3)CC2)cc1 | i | -1.4 | 1.5 | 2.3 | 2.4 | 0.6 | 2.8 | x | 10.0
COc1cc2c(cc1OC)C1(C)N(CC2)C(C(C)=O)=NN1c1ccc(Cl)cc1 (stereo not drawn) | -0.6 | 7.2 | x | -39.5 | x | x | -2.0 | 1.6 | 8.6
CC(NC(=O)c1cc2c(=O)n3ccccc3nc2n(CC2CCCO2)c1=N)c1ccccc1 (stereo not drawn) | -0.3 | 1.6 | 0.4 | -3.3 | -1.2 | -1.3 | -35.5 | -7.8 | 1.1
Cc1cccn2c(CNC3CCCc4ccccc43)c(C(=O)N3CCOCC3)nc12 (stereo not drawn) | i | 0.4 | -10.2 | 3.8 | -1.3 | -1.0 | -11.7 | -2.7 | 2.8
C=CCN1c2ccccc2[C@]23C[C@@H](C(=O)OC)N=C2NC(C(=O)OC)=C(C(=O)OC)[C@H]13 | 0.4 | 1.1 | -0.4 | -12.0 | -0.1 | -1.8 | -0.4 | x | -3.7
O=C(NC(=S)Nc1ccc(N2CCOCC2)c(Cl)c1)c1cccs1 | -0.3 | 1.7 | -2.1 | -1.2 | 0.8 | 0.8 | -0.3 | 4.4 | 5.8
COc1cc([N+](=O)[O-])ccc1NC(=S)NC(=O)CC(C)(C)C | -0.3 | 0.7 | 0.3 | -5.9 | -0.7 | -1.5 | 7.6 | 5.3 | -9.5
OCCN1CCN(c2ncnc3c2ncn3[C@H]2CN(Cc3ccccc3)C[C@@H](CO)O2)CC1 | i | -0.1 | -3.7 | x | -0.7 | x | -11.0 | x | -1.0
O=C(OCCN1C(=O)c2ccccc2C1=O)c1cc(S(=O)(=O)N2CCOCC2)ccc1Cl | 3.1 | x | -1.5 | -0.6 | 0.3 | 0.9 | 1.2 | 7.4 | -0.5
O=C(NCCC1=CCCCC1)c1ccc(=O)oc1 | x | x | -9.9 | -22.0 | u | -2.2 | 1.1 | -7.5 | 4.9
CC(=O)NC(CC(=O)NNC(=O)C(C)Oc1ccccc1F)c1ccccc1 (stereo not drawn) | i | -1.2 | -2.7 | -5.3 | -0.9 | x | -5.3 | x | -5.4
CCCCCCCCN1C(=O)[C@H](CC(=O)NCCCOCCCC)C[C@@]2(C(=O)OC)CCCCC=C12 | x | 1.8 | -6.2 | x | -0.4 | x | -8.4 | x | x
CCc1ccc(-c2nc(SCC(=O)c3c(N)n(C4CC4)c(=O)[nH]c3=O)n[nH]2)cc1 | -2.1 | 0.8 | 2.2 | -6.5 | 0.0 | -0.6 | -4.6 | x | 13.6
COc1ccccc1N(C)S(=O)(=O)c1ccc(C)c(C(=O)Nc2nccs2)c1 | 4.1 | -0.3 | -1.0 | -0.2 | 0.7 | x | -2.1 | x | 0.6
CCc1cccc2c(C#N)cn(CC(=O)N3CCOCC3)c12 | -0.3 | x | 3.9 | -6.6 | -0.2 | -0.7 | -3.7 | -4.2 | 6.4
CC(=O)c1c(C(C)=O)c(C)n(-c2nc(-c3cccs3)c(C)s2)c1C | 7.7 | x | -1.6 | -15.1 | -0.4 | 0.4 | -0.8 | -2.6 | 2.8
O=C(COC(=O)CN1C(=O)c2ccccc2C1=O)NC1CCCCC1 | -0.3 | 0.9 | 0.2 | -2.7 | 0.3 | -1.4 | -0.5 | 3.1 | -1.4
Cc1cccc(-c2nc3ccc(C(=O)N4CCC5(CC4)OCCO5)cc3nc2-c2cccc(C)c2)c1 | i | -0.2 | -1.5 | 10.8 | 3.0 | -1.5 | 0.0 | 5.2 | 45.4
CCCCCC/C=C/c1ccc(OC)c([C@H]2[C@H]3C=CC[C@@H](C)[C@@H]3C(=O)N2Cc2ccccc2)c1 | i | 0.3 | 0.5 | -5.1 | 0.0 | -0.9 | 3.4 | x | 3.5
CCN(c1ccccc1)S(=O)(=O)c1cc(C(=O)Nc2cccc(Cl)c2)ccc1F | -0.3 | 0.9 | -2.0 | -7.7 | 0.4 | 0.8 | 1.6 | 3.8 | -5.2
COC(=O)Cn1c(C)nc([N+](=O)[O-])c1Br | i | 2.4 | -7.9 | -17.3 | -0.6 | -1.1 | -8.5 | 4.8 | 2.7

Screening data (PubChem BioAssay)
